Screens as filed in PubChem.
Lipid storage S3 – qHTS Assay for Lipid Storage Modulators in Drosophila S3 Cells | Drosophila S3 cells, BODIPY lipid droplet fluorescence, 18-24 h; cells fed with added oleic acid | 320,000 tested, 0.64% active | Potency in µM for hits, for the others lipid storage change, negative = inhibition, % at the top dose, mostly 46.1 µM | AID 2685; active means well fitted inhibition curve with a large enough effect in the signal ratio, with a control signal flat, not every such curve was filed as active; inconclusive means small, poorly fitted or top-dose-only effect, or effect the other way, or a change in a side signal; the % refers to the signal ratio
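Drosophila S3 cells got compounds at several concentrations plus oleic acid (400 uM solution). Laser-scanning cytometry with 488 nm excitation read lipid droplets at 500-530 nm and cells at 575-640 nm. Percent activity was relative to 20 uM Triacsin C.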
Lipid storage S3 cell count max – also measured in Lipid storage S3; calls as there; cell number change, %; measured here: cell count max response;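 cells counted by Cell Tracker Red CMTPX staining in the red channel; peak over a dose series mostly up to 46.1 µM; percent activity relative to internal control wells on each plate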
Starred values were filed as active, the others as inactive; i = inactive; u = inconclusive; x = not tested or not shown. On the % scale 0 is the no-effect control and ±100 the full control effect; potency means the concentration at half of the fitted maximal effect. An excerpt; count on the stated rates, not on these rows.

Below each SMILES: Lipid storage S3, Lipid storage S3 cell count max
COc1cccc(CN(C)C(=O)CSC(C)C(=O)Nc2cc(C)on2)c1OC (stereo not given)
→ u, x
COc1cccc(CNn2c(-c3cccc(C)c3)nc3ccccc3c2=O)c1O
→ -2.3%, -23.5
COc1ccc(/C=C2\SC(=S)N(CCC(=O)N(CCO)Cc3ccccc3)C2=O)cc1OC
→ u, x
Cc1ccc2oc(C(=O)NCC(c3ccco3)N3CCCC3)c(C)c2c1 (stereo not given)
→ u, x
COc1ccc(OCC(O)CN(C2CCCCC2)C2CCCCC2)cc1 (stereo not given)
→ 13.2%, 12.9
CCOC(=O)C1(Cc2cccc(OC)c2)CCCN(C(=O)CCSC)C1 (stereo not given)
→ i, -14.9
Cc1ccc(C(=O)N/N=C\c2cccnc2)s1
→ u, x
COc1ccc(CCNC(=O)CN(c2ccc(OC)cc2)S(C)(=O)=O)cc1
→ u, x
Cc1cc(Cl)ccc1NC(=S)NCC(O)c1ccccc1 (stereo not given)
→ i, -3.6
CCCCN(CC)CCCNC(=O)C1c2ccccc2C(=O)N(C)C1c1cn(C)c2ccccc12 (stereo not given)
→ u, x
CSCC[C@H](NC(=O)OC(C)(C)C)c1nnc(SCc2ccc(F)cc2)o1
→ u, x
CC(/C=C/c1ccccc1)=N\NC(=O)Cn1cncn1
→ 26.9%, -2.8
O=C(Nc1ccc2c(c1)N(S(=O)(=O)c1cccs1)CCC2)c1c(F)cccc1F
→ u, x
O=C(Nc1ccccc1)c1nsnc1C(=O)Nc1ccccc1
→ u, x
O=C(NCCN1CCCCC1)Nc1cccc(F)c1
→ 15.7%, -5.7

Continuation.
Below each SMILES: Lipid storage S3, Lipid storage S3 cell count max
Cc1nc(CNS(=O)(=O)c2ccc(Oc3ccccc3)cc2)cs1
→ i, x
CCOC(=O)C(C)Sc1ncnc2c1c(-c1ccccc1)cn2-c1ccc(OC)cc1 (stereo not given)
→ -12.8%, -16.9
CC(=O)c1ccc(S(=O)(=O)Nc2ccc(C(=O)NCC(c3cccs3)N3CCOCC3)cc2)cc1 (stereo not given)
→ 26.3%, x
NCC(=O)c1cccc2ccc[n+]([O-])c12
→ -2.7%, 13.1
CN1C2CCC1CC(NC(=O)CSCc1ccc(Cl)cc1Cl)C2 (stereo not given)
→ 0.6%, 7.8
C#CCN1C(=O)C(O)(CC(=O)c2ccc(OC)c(OC)c2)c2ccccc21 (stereo not given)
→ u, x
COc1ccc(CNS(=O)(=O)c2ccc3c(c2)N(C(C)=O)CC(C)S3)cc1 (stereo not given)
→ i, -3.1
O=C(NCC1CCCO1)C1CC(=O)N(C2CCCCCC2)C1 (stereo not given)
→ -15.4%, -14.3
Cc1ccc(C)c(NC(=O)CCc2nnc3ccc(NCc4ccco4)nn23)c1
→ i, -2.5
CCOC(=O)c1ccc(NC(=O)CN2C(=O)CN(C(C)=O)C2=S)cc1
→ -27.8%, -7.7
CN1CCN(c2nnc(-c3cccs3)c3ccccc23)CC1
→ i, x
COc1ccc(N(CC(=O)N2c3ccccc3CC2C)S(=O)(=O)c2c(C)nn(C)c2C)cc1 (stereo not given)
→ u, x
COC/C=C/C1=CC2=CC(=O)C(C)(OC(=O)c3cnc4ccccc4n3)C(=O)C2=CN1C(CO)CO (stereo not given)
→ -13.5%, -8.6
CC(C)(Cc1ccc(O)cc1)NC(=O)SCc1ccccc1
→ i, -19.3
COc1ccc([C@H]2CC(=O)C=C(c3ccc4cc[nH]c4c3)C2)cc1
→ u, x

Taken from above:
Reading for CC(/C=C/c1ccccc1)=N\NC(=O)Cn1cncn1 in Lipid storage S3 cell count max: -2.8
Reading for CC(C)(Cc1ccc(O)cc1)NC(=O)SCc1ccccc1 in Lipid storage S3 cell count max: -19.3
Reading for NCC(=O)c1cccc2ccc[n+]([O-])c12 in Lipid storage S3 cell count max: 13.1

(continued)
Below each SMILES: Lipid storage S3, Lipid storage S3 cell count max
NC(=O)CC(NC(=O)c1cccc(Br)c1)c1ccc(N2CCN(c3ccc(F)cc3)CC2)c([N+](=O)[O-])c1 (stereo not given)
→ u, x
COc1ccc(NC(=O)CN2C(=O)COc3ccc(S(=O)(=O)N4CCOCC4)cc32)cc1Cl
→ u, x
CCOC(=O)c1ccc(N2C(=O)C(O)=C(C(C)=O)C2c2ccccn2)cc1 (stereo not given)
→ 5.3%, -9.1
COc1ccc(-n2c3nc4ccccc4nc3c3c(=N)oc(C)nc32)cc1
→ u, x
CCOC(=O)c1c(CN2CCC(C)CC2)oc2ccc(OC)cc12
→ u, x
Cc1noc(C)c1C(=O)N1CCC(C(=O)c2ccccc2)CC1
→ -2.6%, x
CC(=O)Nc1cccc(OCC(=O)NC(C)C(C)C)c1 (stereo not given)
→ i, 22.7
CC1=CC(C)C2(CO)COC(c3ccc(O)cc3)C1C2C (stereo not given)
→ u, x
Cn1c(=O)[nH]c(=O)c2c1nc(N1CCN(CCO)CC1)n2Cc1ccccc1Cl
→ u, x
O=C(COc1ccc(F)cc1Br)Nc1ccccc1N1CCOCC1
→ u, x
COc1cc(/C=N/NC(=O)C(NC(=O)c2ccccc2)c2n[nH]c(=O)c3ccccc23)ccc1OCC(N)=O (stereo not given)
→ 11.7%, 7.3
CNC(=O)c1c(I)c(C(=O)NCC(=O)Nc2c(I)c(C(=O)O)c(I)c(C(=O)NCCO)c2I)c(I)c(N(C)C(C)=O)c1I
→ -6.8%, -4.1
CCOC(=O)/C=C1\CN(Cc2cc(OC)c(OC)c(OC)c2)S(=O)(=O)c2ccc(C(F)(F)F)cc21
→ u, x
O=C(COC(=O)[C@@H]1CC(O)CN1S(=O)(=O)c1ccc2c(c1)OCCO2)Nc1ccccc1F (stereo not given in full)
→ u, x
Cc1cc(C)nc(SCC(=O)OCC(=O)Nc2nc3ccccc3s2)n1
→ 0.2%, 6.4

Going on with the list.
Below each SMILES: Lipid storage S3, Lipid storage S3 cell count max
Fc1ccccc1CSc1ncnc2sc3c(c12)CCCC3
→ u, x
Cc1cc2nnc(SC3CCCCN(C(=O)c4ccc(F)cc4)C3=O)n2c2ccccc12 (stereo not given)
→ u, x
CS(=O)(=O)N(CC(=O)NCC1CCCO1)c1cc(Cl)c(Cl)cc1Cl (stereo not given)
→ 0.4%, 2.9
Cc1ccc(NC(=O)CCNS(=O)(=O)c2cccc3nonc23)cc1Cl
→ 2.9%, 1.5
O=C(Nc1cccc(O)c1)c1ccc(NC(=O)c2cccs2)cc1
→ u, x
O=C1C=C(c2ccc(-c3ccccc3)cc2)C[C@@H](c2ccc(F)cc2)C1
→ -15.2%, -50.6
O=C(Cn1c(=O)oc2ccccc21)NC(=O)NCc1ccco1
→ u, x
CCOc1ccccc1C(=O)NC1CC2CCCC(C1)N2Cc1nnnn1Cc1ccco1 (stereo not given)
→ u, x
COC(=O)C(CC(C)C)NC(=O)CSc1nc(-c2ccccc2)c(C#N)c(=O)[nH]1 (stereo not given)
→ u, x
Cc1ccsc1C(=O)OC1CCOC1=O (stereo not given)
→ u, x
CC(=O)NC(CC(=O)N(C)Cc1c(F)cccc1Cl)c1ccccc1 (stereo not given)
→ u, x
COc1ccc(/C=N/Nc2cc(C)nc3ccccc23)cc1
→ u, x
CCC(=O)NC(c1cccs1)c1cc(Cl)c2ccccc2c1O (stereo not given)
→ u, x
CCOC(=O)C1=C(CS(=O)(=O)c2ccc(Cl)cc2)NC(=O)NC1c1ccc(O)c(OC)c1 (stereo not given)
→ -8.1%, 23.0
Cc1ccc(N=C2NC(=O)c3cccc([N+](=O)[O-])c32)cc1
→ 18.6%, -8.0

Next results follow.
Below each SMILES: Lipid storage S3, Lipid storage S3 cell count max
O=C(CSCc1ccccc1)Nc1cccc(C(=O)Nc2ccccc2C(=O)O)c1
→ u, x
Nc1cc(-c2ccccc2)nn1Cc1ccc(Cl)cc1
→ -8.4%, -17.1
Cn1cc(-c2cccc(Cl)c2)cc(C#N)c1=O
→ u, x
COc1ccc2c(c1OC)c(=O)n1c3ccc(OC(C)C(=O)NCCN4CCOCC4)cc3c3ccnc2c31 (stereo not given)
→ u, x
CCc1cc2c(NC(Cc3c[nH]c4ccccc34)C(=O)O)nc(C)nc2s1 (stereo not given)
→ u, x
O=C(NCCCn1ccnc1)C(=O)NCc1ccccc1
→ 8.1%, 7.8
CC1CCN(S(=O)(=O)c2ccc(C(=O)OC(C)C(=O)NC3CCCCC3C)cc2)CC1 (stereo not given)
→ 7.9%, -2.1
O=C1CC(C(F)(F)F)=NN1
→ 12.8%, 6.1
Cc1ccc(CNc2oc(COc3ccccc3Cl)nc2C#N)cc1
→ -1.4%, -17.6
Cc1nc(C)c(CCNC(=O)c2ccccc2Br)s1
→ 2.0%, -16.5
COc1ccc(S(=O)(=O)NC(Cc2cnc[nH]2)C(=O)O)cc1 (stereo not given)
→ u, x
CCn1c(SCC(=O)Nc2nnc(C)s2)nnc1C(C)NC(=O)c1ccccc1F (stereo not given)
→ u, x
COc1ccc(S(=O)(=O)Nc2cc(C(=O)NCCCN3CCOCC3)ccc2N2CCOCC2)cc1
→ -2.2%, 8.7
COC(=O)c1ccccc1NC(=O)CN(c1ccc(C)cc1)S(C)(=O)=O
→ u, x
COc1ccc(N2CCN(c3cnc4ccccc4n3)CC2)cc1
→ u, x

Next part.
molecule,Lipid storage S3,Lipid storage S3 cell count max
CC(C)(C)[C@@H]1C=C(C(=O)O)O[C@H](OCc2ccc(CO)cc2)C1,-10.0%,0.0
O=C1c2ccccc2NC(c2ccccc2O)N1NS(=O)(=O)c1ccccc1 (stereo not given),-8.8%,-3.4
CCN(Cc1ccc(NC(C)=O)cc1)CC1CCCN(CCc2cccc(OC)c2)C1 (stereo not given),4.0%,6.7
COC(=O)c1cc2c(N)c(C(=O)c3ccc(Cl)cc3)sc2nc1C(OC)OC,1.7%,0.5
Cc1ccc(C)c(S(=O)(=O)N2CCN(CC(=O)NC(=O)NCc3ccco3)CC2)c1,u,x
COC(=O)C(Cc1ccccc1)NC(=O)COc1ccc(C(C)(C)C)cc1 (stereo not given),-7.8%,-2.3
O=C1Nc2ccccc2/C1=N/N=C/c1cccc(O)c1,u,x
O=C(OCC(=O)N1CCN(C(=O)c2ccco2)CC1)C1=COCCO1,u,x
CC1Sc2ccc(S(=O)(=O)N3CCC(C(N)=O)CC3)cc2NC1=O (stereo not given),i,4.0
Cc1ccc(N)cc1CN1CCCC1=O,u,x
O=C(c1cccnc1)N1CCN(S(=O)(=O)c2ccc3ccccc3c2)CC1,i,1.6
O=S(=O)(NCc1ccccc1)NCc1ccccc1,u,x
Cc1ccc(SCc2cc(=O)[nH]c(/N=C(\N)Nc3ccc(C)c(C)c3)n2)cc1,10.8%,-7.6
CCOc1ccc(S(=O)(=O)n2cc(F)c(=O)[nH]c2=O)cc1[N+](=O)[O-],u,x
CCC(C)(C)NC(=O)C1CCN(S(=O)(=O)c2cccs2)CC1,u,x
O=C(CNC(=O)c1ccco1)Nc1cccc(Cl)c1,i,-16.7
CCc1ccc(OCC(=O)NC(=S)Nc2ccc(C(C)=O)cc2)c(Br)c1,u,x
COC(=O)N1CC=CC1(C)C(=O)NCc1cc(F)cc(C(F)(F)F)c1 (stereo not given),1.3%,10.0
c1ccc(CCc2cn(C[C@H]3CC[C@@H]([C@@H]4CC[C@H](Cn5cc(CCc6ccccc6)nn5)O4)O3)nn2)cc1,i,-3.0
CCOC(=O)N1CCN(C(=O)CNC(=O)c2ccc(Br)cc2)CC1,u,x
CCOC(=O)C1CCCN(CC(=O)Nc2cccc(C(C)=O)c2)C1 (stereo not given),i,x
CC(=O)NC(Cc1ccccc1)C(C)=O (stereo not given),-2.8%,-1.6
CC(=O)N1CCCc2cc(S(=O)(=O)N3CCC(C)CC3)ccc21,u,x
c1ccc(C2[C@H]3CN(CC4CCCCC4)[C@H](c4ccccc4)C34CC2(c2cccnc2)C4)cc1 (stereo not given in full),u,x
CCOc1c(Br)cc(CNCc2cccs2)cc1OC,u,x

Sorted by molecular weight (lowest first): some entries from above.
molecule,Lipid storage S3,Lipid storage S3 cell count max
CC1=CC(C)C2(CO)COC(c3ccc(O)cc3)C1C2C (stereo not given),u,x
CCOC(=O)c1c(CN2CCC(C)CC2)oc2ccc(OC)cc12,u,x
CN1C2CCC1CC(NC(=O)CSCc1ccc(Cl)cc1Cl)C2 (stereo not given),0.6%,7.8
Cc1ccc(NC(=O)CCNS(=O)(=O)c2cccc3nonc23)cc1Cl,2.9%,1.5
COc1cccc(CN(C)C(=O)CSC(C)C(=O)Nc2cc(C)on2)c1OC (stereo not given),u,x
Cc1ccc(C)c(S(=O)(=O)N2CCN(CC(=O)NC(=O)NCc3ccco3)CC2)c1,u,x

(list continues)
molecule,Lipid storage S3,Lipid storage S3 cell count max
O=C(CN1C(=O)C2CC=CCC2C1=O)NC1CCCc2ccccc21 (stereo not given),i,-12.9
CC(=O)Nc1ccc(NC(=O)c2ccccc2Sc2ccc([N+](=O)[O-])cc2Cl)cc1,u,x
CN1c2ccsc2/C(=N/Nc2ccc(F)cc2)CS1(=O)=O,u,x
NS(=O)(=O)c1ccc(NC(=O)CN2C(=O)CCC2=O)cc1,u,x
C=CCn1c(-c2cccc(S(=O)(=O)N3CCOCC3)c2)n[nH]c1=S,u,x
NC(=O)c1ccc(NC(=O)c2ccc3c(c2)OCO3)cc1,u,x
CCN(CC)CCNC(=O)Cn1cnc2sc(C)c(S(=O)(=O)N3CCN(c4ccccc4OC)CC3)c2c1=O,i,4.8
O=C(NCCN1CCOCC1)c1noc2c1CCc1ccccc1-2,i,5.2
O=C(c1ccccc1Oc1ccccc1)N1CCN(c2ccc(F)cc2)CC1,-12.6%,14.1
COCCCNC(=O)CCn1c(=O)c2ccccc2n(CC(=O)Nc2cc(Cl)ccc2C)c1=O,u,x
